Screening data from PubChem BioAssay.
Growth percent in the NCI-60 one-dose screen (48 h, 10 µM unless noted): 100 = growth as untreated, 0 = no growth, -100 = all killed.
HL-60(TB): HL-60(TB) leukemia cells; hit rate 9% among 78,000; active means growth percent below 10
An asterisk follows results filed as active; & = joins results of further samples; [ ] = remark or other dose.

SMILES	HL-60(TB)
CC(CN1CCOCC1)C(C#N)(c1ccccc1)c1ccccc1 (stereo unspecified)	111
COc1cc(-c2ccc(NC(=O)NC3CC3)c(OC)c2)ccc1NC(=O)NC1CC1	44
COC(=O)[C@]1(C)CCC[C@]2(C)[C@H]3C[C@H]4C(C(C)C)=C[C@]3(CC[C@H]21)[C@@H]1C(=O)NC(=O)[C@@H]14	77
COc1ccc(CC[N+](C)(C)C)cc1OC	101
CCOC(=O)c1sc(NC(=O)COc2ccc(/C=C3\CCc4cc(OC)ccc4C3=O)cc2)nc1C	-57*
Cn1cc(-c2csc(-c3c[nH]c4ccc(Br)cc34)n2)c2cccnc21	75
O=C(O)c1ccc(-c2nn(-c3ccc(C(F)(F)F)cc3)cc2C(c2oc(CO)cc(=O)c2O)c2oc(CO)cc(=O)c2O)cc1	87
CCOC(=O)NCn1c(=O)[nH]c2ccccc2c1=O	89
C=C[C@@H]1C[C@H](O)Cc2c(C)cc(C)cc2N1	-16*
N#C/C(=C\N1CCNC1=S)c1nc2ccccc2s1	97
Cc1ccc(C(C)C)cc1OCO	82
Cc1cc(=O)oc2cc(OCC(=O)Nc3ccc(C(=O)/C=C/c4ccccc4)cc3)ccc12	107
CSc1nc(-c2cccc(NC(=O)CCl)c2)c(C#N)c(=O)n1C	-22*
COc1ccc(/C=C2\N=C(C)N(CCc3ccc(S(=O)(=O)NC(=S)NCc4ccccc4)cc3)C2=O)cc1OC	77
O=C1CCCc2nc3ccccc3c(/C=C/c3ccc(F)cc3)c21	84
O=c1[nH]c2ccccc2cc1-c1nc2ccccc2n2cccc12	99
COc1ccccc1-n1c(-c2cc3ccccc3nc2Cl)noc1=O	98
O=C(CCc1ccc(O)c(O)c1)c1c(O)cc(O)c([C@@H]2O[C@H](CO)[C@@H](O)[C@H](O)[C@H]2O)c1O	91
C#C[C@]1(O)CC[C@H]2[C@@H]3CC[C@@]45O[C@@H]4C(=O)CC[C@]5(C)[C@H]3CC[C@@]21C	92
CCCCCOC(=O)c1ccc(NC(=O)CN2CCOCC2)cc1	89
C/C(=N\N=C(/C)C1CC(CC(=O)O)C1(C)C)C1CC(CC(=O)O)C1(C)C (stereo unspecified)	84
NNP(=O)(c1ccccc1)c1ccccc1	113
O=C(Nc1ccccc1-c1n[nH]c(=S)[nH]c1=O)C(F)(F)F	100
CC(=O)C(C)(CCC#N)CCC#N	106
O=C(O)C(Cc1ccc(O)cc1)N1C(=O)CSC1=S (stereo unspecified)	105

Brought forward from above: 2 entries, followed by the next part.
SMILES	HL-60(TB)
CC(=O)C(C)(CCC#N)CCC#N	106
O=C(O)C(Cc1ccc(O)cc1)N1C(=O)CSC1=S (stereo unspecified)	105
COc1cc2c(c3c1OCO3)C(c1ccc3c(c1)OCO3)=NC(C)C2 (stereo unspecified)	92
c1ccc(-c2cc(=[N+]3CCOCC3)c3ccccc3o2)cc1	99
COC(=O)/C=C/C(=O)OC	103
CCN=C1Cn2c(nc3scc(-c4ccccc4)c3c2=O)CN1CC	70
Cc1cc(C)c(O)c(Br)c1	120
O=S(=O)(F)c1cccc(Cl)c1C[P+](c1ccccc1)(c1ccccc1)c1ccccc1	99
C1Cc2onc(-c3noc4c3CCC4)c2C1	103
O=S(=O)(NCCCNc1nccc(-c2[nH]c(-c3ccccc3)nc2-c2ccc(F)c(O)c2)n1)c1ccc(C(F)(F)F)cc1	-3.0*
NS(=O)(=O)c1ccc(CCn2c(SCC(=O)N/N=C/c3ccccc3F)nc3ccccc3c2=O)cc1	65
Nc1cccc(N)c1	78
CCCCOC(=O)c1cccc([N+](=O)[O-])c1	142
O=C(/C=C/c1c[nH]c2ccccc12)c1cc2ccccc2oc1=O	85
Cc1ccc(NC(=O)c2cccc(C(=O)Nc3ccc(C)cc3C)c2)c(C)c1	99
Cc1ccc2ncc(-c3nnn(-c4ccc(Cl)cc4)c3C)c(C(=O)O)c2c1	91
N#C[Se]CCOC(=O)CCCCC1SCC2NC(=O)NC21 (stereo unspecified)	80
Cc1ccc(-c2nc3ccc(Cl)cc3c(=O)n2-c2ccccc2)cc1	105
COc1ccc(-c2nc(-c3ccccc3)c(-c3ccccc3)n2CCCCC(=O)O)cc1	102
CNC(=O)Oc1cccc(C=O)c1	95
O=NN(C(=O)NC1CCC(C(=O)O)CC1)C1CCC(C(=O)O)CC1 (stereo unspecified)	112
C(=N\Nc1nnc2n1N=C(c1ccccc1)CS2)/c1ccco1	96
c1cc(OCCN2CCCCCC2)ccc1CNc1ccc2nc(CCC3CCCCC3)[nH]c2c1	23
CCCCc1nc(/C=N/Nc2nc(Nc3ccccc3)nc(Nc3ccc(S(N)(=O)=O)cc3)n2)c(Cl)[nH]1	118
CCN1CCN(c2cc(C)c3cc(NC(=O)c4ccc(OC)c(OC)c4)ccc3n2)CC1	1.4*
CCN(CC)c1ccc(/C=C/c2cc(C)c3ccccc3n2)cc1	59
COc1cc2nc(-c3ccc(-n4cncc4-c4ccc(F)cc4F)cc3)sc2c(OC)c1OC	42

Given with bars between the fields: entries from further up
Molecule | HL-60(TB)
Cc1cc(C)c(O)c(Br)c1 | 120
O=S(=O)(F)c1cccc(Cl)c1C[P+](c1ccccc1)(c1ccccc1)c1ccccc1 | 99
C1Cc2onc(-c3noc4c3CCC4)c2C1 | 103
O=S(=O)(NCCCNc1nccc(-c2[nH]c(-c3ccccc3)nc2-c2ccc(F)c(O)c2)n1)c1ccc(C(F)(F)F)cc1 | -3.0*
NS(=O)(=O)c1ccc(CCn2c(SCC(=O)N/N=C/c3ccccc3F)nc3ccccc3c2=O)cc1 | 65

Next entries follow:
SMILES	HL-60(TB)
O=C(Nc1ccccc1)c1ccccc1O	94
N#CN=C(N)NC(=O)c1ccccc1	76
COC(=O)C1(C(F)(F)F)C(C)=C(C)N(c2ccccc2)C2=C1CCCC2 (stereo unspecified)	77
O=C(c1ccccc1)C1OC1C(=O)c1ccccc1 (stereo unspecified)	23
COc1ccc(/C=C/C(=O)c2ccc(Nc3ncnc4cc(OC)c(OC)cc34)cc2)cc1F	80
O=C(c1ccncc1)N1N=C(c2ccc(F)cc2)C[C@H]1c1cn(-c2ccccc2)nc1-c1ccccc1	118
CCOP(=S)(Nc1cccc(C(F)(F)F)c1)OCC	92
Clc1ccc(-c2cnc3sc(NCc4ccccc4)nn23)cc1	64
O=C(N=Nc1c(O)[nH]c2ccccc12)c1cc(-c2ccc(Cl)cc2)nc2ccccc12	109
CCCCC(CC)CNCCOC(=O)c1ccc(N)cc1 (stereo unspecified)	93
Cc1sc2nc3[nH]c(=O)/c(=C/c4ccc(Cl)cc4)n3c(=O)c2c1C	92
COc1ccc(-c2cc(-c3cc(OC)c(OC)c(OC)c3)c(C#N)c(=O)n2Cc2ccc(C(=O)Nc3ccccc3N)cc2)cc1	100
COc1ccc(/C=C/C(=O)c2ccccc2)cc1OC	28&97
Cn1c(=O)c2nc(/C=C/c3ccccc3)c(=O)[nH]c2n(C)c1=S	98
O=C(O)c1ccc(-c2nn(-c3ccc(C(=O)O)cc3)cc2/C=N/Nc2c(F)c(F)cc(F)c2F)cc1	96
COc1cc(C(=O)c2cc(C(C)=O)c3cc(C)ccn23)cc(OC)c1OC	97
CN(C)CCCNC(=O)c1cc(NC(=O)c2cc(NC(=O)c3ccc(C#Cc4ccccc4)cc3)cn2C)cn1C	-70*
CSCCC(NC(=O)CN)C(=O)O (stereo unspecified)	117
CCOC(=O)/C(F)=C/C1CC1CCc1ccc(OCC)cc1 (stereo unspecified)	101
COC(=O)C1(CC(=O)c2ccc(N3CCN(c4ccc(C(=O)CC5(C(=O)OC)NC(=S)NC(=O)C5C#N)cc4)CC3)cc2)NC(=S)NC(=O)C1C#N (stereo unspecified)	103
C[C@@H]1CC[C@]2(C(=O)O)[C@H](CC[C@@H]3O[C@@]32C)[C@]1(CCc1ccoc1)C(=O)O	104
Cc1c(N2CN3C[C@H](C)N4CN(c5c(C)n(C)n(-c6ccccc6)c5=O)CN5C[C@@H](C)N(C2)C3C54)c(=O)n(-c2ccccc2)n1C (stereo partly specified)	-14*
O=C(NCCOC(=O)Nc1cccc2ccccc12)OCc1ccccc1	88
COc1ccc(CCCCC(=O)O)cc1OC	77
O=P(O)(O)OCC1OC(n2cnc3c(NCc4ccccc4)ncnc32)C(O)C1O (stereo unspecified)	27
(cont.)
SMILES	HL-60(TB)
Nc1c(C(=O)Nc2cccc([N+](=O)[O-])c2)sc2nc3c(cc12)C(O)CCC3 (stereo unspecified)	9.7*
Cc1cc(S(=O)(=O)O)ccc1O	91
O=C1CCc2c(sc3[nH]c(=S)n(-c4cc(C(F)(F)F)cc(C(F)(F)F)c4)c(=O)c23)C1	-14*
NCCNc1nc(Nc2ccc(-c3nc4ccccc4[nH]3)cc2)c2cn[nH]c2n1	92
Cc1ccc(C(F)(F)F)cc1N1CCN(C(=O)[C@@H]2C[C@@H]2c2cccc(C(F)(F)F)c2)CC1	39
CC(C)(C)OC(=O)Cn1cc(CNC(=O)[C@H](Cc2ccccc2)NC(=O)OCc2ccccc2)nn1	107
COc1ccc(-c2[nH]c3ccc(OC)cc3c2/C=C(\C#N)S(=O)(=O)c2ccccc2)cc1	8.5*
O=C1C2C3C=CC(O3)C2C(=O)N1Cc1ccncc1 (stereo unspecified)	88
COc1ccc(C(=O)CSc2nc3c(c(Nc4ccc(S(N)(=O)=O)cc4)n2)CCCC3)cc1	101
O=C(OC1CCCC1)C1(O)CCCCC1	103
Cc1nn(-c2ccccc2)c(Oc2ccccn2)c1-c1nc2ccccc2[nH]1	94
Cc1cccc(C(=O)O)c1O	85&108&84
C[N+](C)(C)CCCCCCCCCC[N+](C)(C)C	96
COc1ccc(-c2nc3sc4cc(OC)ccc4n3c2-c2nc3c(C)c(C)ccc3[nH]2)cc1	109
Cc1[nH]c(=O)c(C#N)c2c1CCCC2	102
CCCCCN=C(N)N/N=C/c1c[nH]c2ccc(OC)cc12	105
Cc1cc(C)nc(SCC(=O)Nc2ccc(-c3nc4ccc([N+](=O)[O-])cc4[nH]3)cc2)n1	103
O=C1OC(=O)C2(Br)C3C=CC(C3)C12 (stereo unspecified)	106
Cc1ccc(S(=O)(=O)n2cc(C=C3C(=O)N(C)C(=O)N(C)C3=O)c3ccccc32)cc1	89
COc1cccc(NC(=O)c2sc3nc(C)c(C(C)=O)cc3c2N)c1C	99
CS(=O)(=O)Nc1ccc(-c2nn(-c3ccc(S(C)(=O)=O)cc3)cc2/C=N/O)cc1	65
CC1=NN(c2cc(Cl)c(S(=O)(=O)O)cc2Cl)C(=O)C1	107&88
N#C/C(=C\NCc1ccc(Cl)cc1)S(=O)(=O)c1ccccc1	92
Fc1ccc(NC2=NCCN=C(Nc3ccc(F)cc3)SS2)cc1	101
O=c1ccnc(SCc2ccc(Cl)cc2Cl)[nH]1	93
Going on with the list.
SMILES	HL-60(TB)
CC(=O)O[C@H]1CC2CCC3C(CC[C@@]4(C)C3C[C@H]([N+]3(C)CCCCC3)[C@@H]4OC(C)=O)[C@@]2(C)C[C@@H]1N1CCCCC1 (stereo partly specified)	107
C=CCc1ccc(OC(C)=O)c(OC)c1	100
COc1ccc(Oc2ccccc2NC(=O)CNC(=O)c2cccc3ccccc23)cc1	-23*[5 µM]
CCn1ncc2c(=O)c(C(=O)c3ccccc3)c[nH]c21	95
CCCCCCOC(=O)C[C@H]1C[C@H](C(=O)OCCCCCC)C1(C)C	92
CCc1cc(Cc2cc(CC)cc(C(C)(C)C)c2O)c(O)c(C(C)(C)C)c1	58
C(#CCN1CCOCC1)CCCN1CCOCC1	127&93
O=C(CSc1nc2ccccc2c(=O)[nH]1)NNC(=O)c1ccccc1Cl	105
Cc1ccccc1NC(=O)Oc1cccc(OC(=O)c2ccccc2)c1	88
CCN1CCN(C2=NC(=O)/C(=C/c3cccs3)S2)CC1	94
CCCCSc1nc(Nc2ccc(/C(C)=N/NC(N)=S)cc2)c(C#N)c(-c2ccccc2)n1	79
CN(C)c1ccc2c(c1)OC(N)=C(C#N)C2c1ccc2c(c1)CCO2 (stereo unspecified)	-1.6*
C#C[C@]1(O)CC[C@H]2[C@@H]3CC=C4c5sc(-c6ccc(Cl)cc6)nc5CC[C@]4(C)[C@H]3CC[C@@]21C	104
O=c1[nH]c(O)c(/C=N/C(=S)Nc2ccc(S(=O)(=O)Nc3nccs3)cc2)c(=O)[nH]1	99
NNC(=O)CC[C@H](N)C(=O)O	92[20 µM]
CCN(CC)CC(=O)N(CC)c1ccc(C)c(Cl)c1	72
NNc1nc2c(cnn2-c2ccccc2)c(=O)n1NC(=O)c1ccccc1	101
O=C(NCCF)NCCCl	92
CO[C@]1(CO)O[C@@H](n2ccc(=O)[nH]c2=O)[C@@H](F)[C@@H]1O	96
Cc1nn(-c2ccccc2)c(Cl)c1/C=C1\N=C(c2ccccc2)N(C(=O)c2ccc([N+](=O)[O-])cc2)NC1=O	44
O=C1Nc2ccc(Cl)cc2/C1=C/c1cccc(OCc2ccccn2)c1	-25*
CC1=C(C(=O)Nc2ccccn2)C(c2cn(-c3ccccc3)nc2-c2ccccc2)C(C(=O)Nc2ccccn2)=C(C)N1	124

4 compounds picked at random from the list so far:
SMILES	HL-60(TB)
CCN(CC)CC(=O)N(CC)c1ccc(C)c(Cl)c1	72
NNc1nc2c(cnn2-c2ccccc2)c(=O)n1NC(=O)c1ccccc1	101
C=CCc1ccc(OC(C)=O)c(OC)c1	100
C#C[C@]1(O)CC[C@H]2[C@@H]3CC=C4c5sc(-c6ccc(Cl)cc6)nc5CC[C@]4(C)[C@H]3CC[C@@]21C	104

Reformatted as labelled records: entries from further up
canonical_smiles: COc1ccc(Oc2ccccc2NC(=O)CNC(=O)c2cccc3ccccc23)cc1
  HL-60(TB) = -23*[5 µM]

canonical_smiles: CCn1ncc2c(=O)c(C(=O)c3ccccc3)c[nH]c21
  HL-60(TB) = 95

canonical_smiles: CCCCCCOC(=O)C[C@H]1C[C@H](C(=O)OCCCCCC)C1(C)C
  HL-60(TB) = 92

canonical_smiles: CCc1cc(Cc2cc(CC)cc(C(C)(C)C)c2O)c(O)c(C(C)(C)C)c1
  HL-60(TB) = 58

Only part of the results is shown, so the mix of outcomes need not match the whole.
